High-throughput results as filed in PubChem BioAssay.
mIAP activ = mouse IAP activation; muIAP, CDP-Star luminescence, 30 min; hits give high values; 1 = vehicle-only enzyme signal, 0 = enzyme-free wells; activation factor at 10 µM; 330,000 compounds, 0.24% hits;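 active means activation factor of at least 2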; further: the source names both 10 and 20 µM as test concentration; values of inactives mirror those of a sister screen read the other way
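Assay system: mouse IAP enzyme; Reagent: CDP-Star chemiluminescent phosphatase substrate; Compound: DMSO-dissolved test compounds; Incubation: 30 min, room temperature; Technique: luminescence from enzymatic CDP-Star hydrolysis; Controls: DMSO-only wells and no-enzyme negative control.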
Apaf-1 inh = inhibitors of human Apaf-1 apoptosome. 330,000 compounds, 0.71% hits. reconstituted apoptosome caspase-3 activity, DEVD-Rh110 fluorescence. inhibition, % at 20 µM. O14727; active means inhibition of at least 40% at 20 µM;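 further: plate controls were DMSO wells for no effect and DEVD-CHO caspase inhibitor wells for full effect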
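System: reconstituted apoptosome with Apaf-1, cytochrome c, caspase-9, procaspase-3, dATP; Signal: Rh110 fluorescence intensity; Schedule: 30 min compound preincubation, 50 min activation, room temperature; Reagent: cytochrome c trigger plus (Z-DEVD)2-Rh110 caspase-3 substrate.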
tim10-1 inh = tim10-1 yeast growth inhibition. S. cerevisiae tim10-1 ts strain growth, BacTiter-Glo, 24 h. inhibition, % at 20 µM. 330,000 compounds, 2.2% hits. AID 463190;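 active means inhibition of at least 40%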;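 further: mutant grown at 25 °C; 0% = DMSO wells with yeast and 100% = wells holding no yeast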
TIM10 inh = inhibits growth of TIM10 yeast strain. inhibition, % at 10 µM. S. cerevisiae TIM10 strain growth, BacTiter-Glo luminescence, 24 h. AID 463195. 330,000 compounds, 1.4% hits;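 active means inhibition of 40% or more at the single tested concentration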;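 further: wild-type TIM10 isogenic control strain grown at permissive 25 °C; 0% = DMSO yeast wells and 100% = minimal medium wells without yeast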
hIAP activ = increases human intestinal alkaline phosphatase activity | P09923 | purified human IAP, CDP-Star luminescence, 30 min; hits give high values; 1 = vehicle-only enzyme, 0 = enzyme-free background | activation factor at 10 µM | 330,000 compounds, 0.16% hits;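 active means activation factor of the enzyme at least 2-fold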; further: the source names both 10 and 20 µM as test concentration; values of inactives mirror those of a sister screen read the other way
Target sequence (P09923 whole entry, looked up): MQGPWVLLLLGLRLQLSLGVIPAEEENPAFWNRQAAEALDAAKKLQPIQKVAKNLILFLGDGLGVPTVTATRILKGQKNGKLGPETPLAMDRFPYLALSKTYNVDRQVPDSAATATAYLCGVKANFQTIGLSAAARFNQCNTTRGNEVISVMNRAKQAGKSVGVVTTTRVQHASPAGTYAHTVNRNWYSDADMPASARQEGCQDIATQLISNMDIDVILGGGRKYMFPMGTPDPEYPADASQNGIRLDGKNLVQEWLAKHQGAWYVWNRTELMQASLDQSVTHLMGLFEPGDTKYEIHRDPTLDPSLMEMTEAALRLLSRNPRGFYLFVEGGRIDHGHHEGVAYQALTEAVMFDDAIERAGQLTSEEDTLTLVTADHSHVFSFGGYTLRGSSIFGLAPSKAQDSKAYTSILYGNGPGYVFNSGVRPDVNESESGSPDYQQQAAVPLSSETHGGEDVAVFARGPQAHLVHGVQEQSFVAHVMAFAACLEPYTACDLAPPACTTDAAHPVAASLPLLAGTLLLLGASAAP
mIAP block = blocks mouse intestinal alkaline phosphatase; purified mouse IAP, CDP-Star luminescence, 30 min; inhibition, % at 10 µM; 330,000 compounds, 0.2% hits;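 active means inhibition of at least 40% at 10 µM in the primary screen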;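 further: plate controls were DMSO with enzyme for no effect and no enzyme wells for full effect; values of inactives mirror those of a sister screen read the other way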
ATG4B inhibitor = inhibitors of human ATG4B cysteine protease | Q9Y4P1 | ATG4B cleavage of LC3-PLA2, NBD-HPC fluorescence, 1 h | inhibition, % at 8.33 µM | 340,000 compounds, 0.51% hits | AID 504462; in the data active means inhibition above about 40%
Target sequence (Q9Y4P1 whole entry, looked up): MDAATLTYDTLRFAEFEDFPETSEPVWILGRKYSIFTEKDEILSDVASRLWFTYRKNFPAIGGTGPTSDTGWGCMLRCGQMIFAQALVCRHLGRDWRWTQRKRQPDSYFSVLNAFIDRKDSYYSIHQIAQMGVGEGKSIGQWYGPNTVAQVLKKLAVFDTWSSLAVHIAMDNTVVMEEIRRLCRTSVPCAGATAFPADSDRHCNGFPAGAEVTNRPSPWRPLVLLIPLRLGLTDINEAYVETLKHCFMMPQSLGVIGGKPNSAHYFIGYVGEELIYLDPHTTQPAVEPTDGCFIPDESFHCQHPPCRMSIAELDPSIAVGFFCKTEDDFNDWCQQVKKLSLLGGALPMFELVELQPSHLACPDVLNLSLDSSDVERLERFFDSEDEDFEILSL
hIAP block = human IAP inhibition | P09923 | purified IAP, CDP-Star luminescence, 30 min | inhibition, % at 10 µM | 330,000 compounds, 0.12% hits | AID 2544;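 active means inhibition reaching a set limit with compound at 10 µM in the primary screen, cut at about 35% in these data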;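 further: plate controls were DMSO wells with enzyme for no effect and no-enzyme buffer wells for full effect; values of inactives mirror those of a sister screen read the other way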
NLRP3 yeast inh = blocks the NALP3 inflammasome reconstituted in yeast | inhibition, % at 10 µM | Yeast reconstituted NLRP3/ASC/caspase-1, beta-gal luminescence, 24 h | 330,000 compounds, 0.39% hits | AID 2825;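 active means inhibition of 50% or more; inactive means inhibition below 50%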;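 further: plate controls were induced DMSO wells for no effect and uninduced yeast grown without galactose for full effect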
* = called active by the depositor; · = no result given. Rows were taken by chance; any-hit rate near 4.5%.

canonical_smiles	mIAP activ	Apaf-1 inh	tim10-1 inh	TIM10 inh	hIAP activ	mIAP block	ATG4B inhibitor	hIAP block	NLRP3 yeast inh
Cn1cccc1C(=O)N1CCc2ccccc2C1	0.96	22	-16	-13	1	4	0	-1	13
CCOC(=O)c1c(C)[nH]c(C)c1C(=O)COC(=O)/C=C/c1ccccc1[N+](=O)[O-]	0.91	1	6	1	0.98	9	28	2	20
Fc1cccc(C[n+]2csc3ccccc32)c1	0.91	-23	32	11	0.94	10	-1	6	-49
O=C(Cn1cnc(Cl)c1Cl)c1ccc(F)cc1	0.9	1	3	-1	0.93	10	-9	7	23
CC(=O)OC[C@H]1COc2ccc3ccccc3c2[C@H]1N(C)C(C)=O	0.9	6	4	10	0.93	10	2	7	6
CC1=Nn2c(nnc2-c2ccco2)SC1	0.99	-8	3	10	0.94	1	8	6	6
COc1ccc(NC(=O)CCCNC(=O)Cn2cnc3sc(C)c(C)c3c2=O)cc1OC	1	5	1	-12	0.75	-2	-2	25	8
COc1ccc2c(c1)C(C)=CC(C)(C)N2S(=O)(=O)c1ccc(NC(C)=O)cc1	1	-3	3	-7	0.86	-5	3	14	22
O=C(O)[C@@H]1CCCN1S(=O)(=O)c1cccc2cccnc12	1	2	0	-11	0.93	-2	3	7	22
COc1ccccc1C(=O)NC(CCSC)C(=O)NNC(=O)c1ccccc1O (stereo not given)	0.79	-9	6	-22	1.4	21	6	-43	3
Cc1oc2ccc(O)c(CN(C)C)c2c1C(=O)c1ccccc1	1	-2	11	-2	0.83	-2	4	17	19
CCCCN(CC)Cc1ccc(CNC(=S)Nc2c(C)cc(C)cc2C)o1	1.2	-7	-9	-4	1.1	-16	7	-15	2
CCN(CC)CCNc1ccnc2cc(Cl)ccc12	0.9	-11	11	1	0.82	10	-11	18	3
CCN(C(=O)c1ccc(Cl)cc1[N+](=O)[O-])c1ccccc1C	0.97	7	15	-9	0.93	3	-12	7	33
O=C(CN1C(=O)COc2ccc(Cl)cc21)N1CCCCC1	0.9	-18	10	-4	1	10	-5	-4	-1
Cc1ccccc1CC(=O)Nc1cccnc1	1	-3	11	8	0.95	-2	1	5	16
CCOc1ccc(NCc2nnc(SCC(=O)Nc3cc(C)on3)n2-c2ccc(OC)cc2)cc1	0.96	22	10	17	1	4	-2	0	16
O=C(OCC1CCNCC1)c1ccc2c(c1)OCO2	0.99	-2	1	-12	1.1	1	1	-10	10
CCN(c1ccccc1)S(=O)(=O)c1ccc2c(c1)C(C)(C)C(=O)N2C	1	-4	18	21	0.73	-1	-13	27	-11
CCCC(=O)Nc1ccc(Cl)c(NC(=S)NC(=O)c2ccco2)c1	1.1	2	-5	-3	0.92	-13	-2	8	10
COc1ccc(CC(=O)Nc2cccc(-c3csc(C)n3)c2)cc1	1.2	2	15	4	1	-24	-1	-5	28
CCC(=O)N1CC2(c3ccccc3)CN(C(=O)CC)CC(c3ccccc3)(C1)C2=O	1.1	6	20	-7	1.1	-8	-4	-8	10
O=C(C1CCCN(Cc2ccccc2F)C1)N1CCc2ccccc2C1 (stereo not given)	1.1	-15	0	13	0.99	-5	9	1	20
CCOC(=O)NC1(C(F)(F)F)C(=O)NC(C)=C1C(=O)OC (stereo not given)	1.1	-5	-3	-1	0.91	-7	-3	9	4

Exported with each value named: entries from further up.
mol: COc1ccc(CC(=O)Nc2cccc(-c3csc(C)n3)c2)cc1
  mIAP activ: 1.2	Apaf-1 inh: 2	tim10-1 inh: 15	TIM10 inh: 4	hIAP activ: 1	mIAP block: -24	ATG4B inhibitor: -1	hIAP block: -5	NLRP3 yeast inh: 28
mol: CCC(=O)N1CC2(c3ccccc3)CN(C(=O)CC)CC(c3ccccc3)(C1)C2=O
  mIAP activ: 1.1	Apaf-1 inh: 6	tim10-1 inh: 20	TIM10 inh: -7	hIAP activ: 1.1	mIAP block: -8	ATG4B inhibitor: -4	hIAP block: -8	NLRP3 yeast inh: 10

(listing goes on)
canonical_smiles	mIAP activ	Apaf-1 inh	tim10-1 inh	TIM10 inh	hIAP activ	mIAP block	ATG4B inhibitor	hIAP block	NLRP3 yeast inh
Cc1ncc(CO)c2c1OC(C)(C)OC2	0.93	-14	6	-1	1.2	7	-15	-22	12
CC(=O)NCCN1C(=O)C2C3c4ccccc4C(c4ccccc43)C2C1=O (stereo not given)	0.99	10	8	3	1.1	1	2	-6	16
OCC1(Cc2ccccc2F)CCCN(Cc2c(F)ccc(F)c2F)C1 (stereo not given)	0.99	5	-3	-3	1.3	1	18	-26	23
CN(NC(=O)NN)c1ncc(C(F)(F)F)cc1Cl	1	-3	14	-2	1	0	3	-1	4
CC(=O)N/C(=C/c1ccc([N+](=O)[O-])cc1)C(=O)O	0.95	-11	-1	-13	0.97	5	-1	3	-1
CCOc1ccc(NS(=O)(=O)c2ccc3c(c2)N(C(C)=O)CC3)cc1	1.1	-1	0	12	1.1	-5	-10	-5	3
COc1ccc(CN2C(=O)Cc3c2nc(N)c2c(N)nc(N4CCOCC4)c(C#N)c32)cc1	1	86*	10	10	1	-4	-6	0	7
CC(=O)Nc1ccc(S(=O)(=O)NCc2cccnc2)cc1	0.97	-16	16	-2	0.91	3	2	9	1
O=C(COc1ccc([N+](=O)[O-])cc1)NNC(=O)c1cccs1	0.91	-4	10	-3	1.1	10	-4	-7	-2
COCCNC(=O)C(c1ccc(O)cc1)N(Cc1ccco1)C(=O)CCC(=O)Nc1ccccn1 (stereo not given)	0.98	4	-7	-11	0.9	2	-2	10	10
CC(C)(C)C1CCc2c(sc(NC(=O)c3cccs3)c2C(N)=O)C1 (stereo not given)	1	24	22	8	0.99	-5	-8	1	9
Cn1cccc/c1=N\c1cccc[n+]1C	1.1	-6	-17	-9	1	-14	-4	-4	10
Cc1ccc(NC(=O)NCc2cccnc2)cc1C	1.1	9	0	3	1.2	-7	0	-21	6
Cn1c(SCC(=O)Nc2cccc(S(=O)(=O)NC3=NCCCCC3)c2)nnc1-c1ccccc1	1	6	5	0	1.1	-3	3	-5	6
CC(=O)c1ccc(N2CCN(C(=O)CCCn3c(=S)[nH]c4cc5c(cc4c3=O)OCO5)CC2)cc1	0.85	16	15	11	1.2	15	45*	-18	3
O=c1c(NCCc2ccccc2)c(-c2ccccc2)c1=O	0.94	7	4	-11	1.1	6	-2	-14	5
C=CCOc1cccc(C(=O)NC(c2ccccc2)C(C)C)c1 (stereo not given)	0.98	13	25	15	1	2	-9	-4	4
COc1cc2c(cc1OC)C1(NCC2)C(=O)Nc2ccccc21 (stereo not given)	0.99	-7	6	5	0.99	1	-1	1	-1
CC(NC(=S)Nc1ccccc1)C(c1cccs1)N1CCOCC1 (stereo not given)	1.2	-5	20	15	0.99	-20	-8	1	-7
Nc1[nH]n2c(=O)cc(-c3ccccc3)nc2c1N=Nc1ccccc1	0.83	34	34	16	1	16	-1	-1	21
Cc1c(C(=O)c2ccccc2C(=O)O)sc2ccccc12	0.96	5	12	-9	0.96	4	-2	4	22
O=C(COc1ccc2c(C(F)(F)F)cc(=O)oc2c1)NCc1cccs1	1.1	5	10	7	1.1	-10	-7	-6	-16
CCC(=O)N(CCc1ccc(OC)c(OC)c1)Cc1cc2ccc(C)cc2n2nnnc12	0.83	9	27	16	1	17	10	0	6
C=CCn1c(SCC(=O)Nc2ccc(O)cc2)nc2sc(CC)cc2c1=O	1.1	11	-5	-4	0.86	-5	-13	14	5
COc1ccc(CNC(=O)C2(CC3CC(c4ccccc4)=NO3)CCN(C(=O)C3(C)CC3)CC2)cc1 (stereo not given)	1	-3	-14	-3	1.2	-2	-2	-16	10
CCc1nc(Nc2cc(OC)ccc2OC)c2oc3ccccc3c2n1	1	4	6	20	1	0	4	-2	18
CCCCCC(=O)C(=O)c1ccc(O)cc1O	1.1	10	6	-1	1.1	-14	-6	-12	5
CCCCSc1nc(C)cc(SCC(=O)N/N=C/c2cccc(OC)c2O)n1	1	15	19	20	1.2	-1	-8	-23	25
COC(=O)C1=C(C)NC(C)=C(C(=O)OC)C1c1ccc(N(C)C)cc1	0.98	3	-11	-40	1.3	2	-13	-32	0
CC(C)c1ccc(NC(=O)C(=O)C2C(=O)Nc3ccccc32)cc1 (stereo not given)	0.85	5	-13	38	0.93	15	-4	7	13
Cc1cc(C(=O)O)ccc1-c1ccc(/C=N/n2cnnc2)o1	0.98	1	8	-5	1	2	-1	-2	-8
CCN(CC)C(=O)c1sc2nc(-c3ccccc3)ccc2c1N	0.97	9	21	19	1.1	2	-14	-10	21
Cc1ccc(NCCNc2ccc(C)cc2)cc1	0.98	18	37	6	0.94	2	-2	6	44
Cc1cccc(N2CCN(c3ccc4cc(S(=O)(=O)N5CCCCC5)ccc4n3)CC2)c1C	0.93	-9	26	-9	0.98	7	-2	2	10
Cc1csc(NC(=O)CN2C(=O)c3ccccc3C2=O)c1C(N)=O	1	-11	-3	-10	1	-4	-9	0	4
N/C(=N\OC(=O)c1ccc2c(c1)OCO2)c1ccc(Br)cc1	1	3	37	40	1.1	-2	-4	-7	14
O=C(CCCOc1ccccc1)Nc1ccc(Cl)c(S(=O)(=O)N2CCOCC2)c1	1.1	20	12	-8	0.99	-14	-3	1	-1
CCOC(=O)N1CCC(NC(=O)Cn2nc(Cc3ccncc3)c3ccccc3c2=O)CC1	1	9	9	-2	1.1	0	-2	-14	15
CCOC(=O)[C@H]1[C@H]2COc3ccc(Cl)cc3[C@@H]2N2C(=O)CN(CC3CCCO3)C(=O)[C@@]12C (stereo not given in full)	0.97	-1	8	5	1	3	1	-2	14
Cn1c(C(=O)N2CCOCC2)cnc1Sc1ncc(C(F)(F)F)cc1Cl	0.9	-7	5	9	0.97	10	-1	3	16
COc1ccc(S(=O)(=O)N(CC(=O)N2CCN(c3ccccc3OC)CC2)c2ccccc2)cc1	1.1	12	18	34	0.87	-6	-7	13	-2
CCCCCOC(=O)C1=C(C)NC(=O)NC1c1ccc(OC)cc1 (stereo not given)	0.98	13	1	7	1.1	2	-3	-5	4
CCOC(=O)c1sc2nc(CSc3nc4ccccc4n3CC)[nH]c(=O)c2c1C	0.97	-2	22	-12	1	3	-11	0	-1
O=C(O)C1=C[C@@H](c2ccc3c(c2)OCO3)C[C@@H](OCc2ccc(CO)cc2)O1	0.95	-2	21	1	0.95	5	-8	5	6
CC(=O)c1c(C)[nH]c(C(=O)COC(=O)c2ccc(C)s2)c1C	1.1	3	-2	-10	1	-6	-8	-1	8
CCCc1nc(SCC(=O)Nc2cc(Cl)ccc2OC)c2c(=O)n(C)c(=O)n(C)c2n1	0.92	21	9	-1	1	8	·	0	10
O=C(Nc1ccc(Oc2ccccc2)cc1)c1ccco1	1	2	9	26	0.89	-1	13	11	51*
Oc1ccc(N2CCN(Cc3c(-c4ccccc4)nc4ccccn34)CC2)cc1	0.98	4	4	7	1.1	2	5	-10	14
O=C(Nc1ccc(OCC(F)(F)C(F)F)cc1)c1ccncc1	1	-5	19	5	1	-3	-13	-3	-6
NC(=O)Cn1c(=O)n(CCC(=O)Nc2ccc(F)cc2)c(=O)c2sccc21	0.96	-9	-2	7	0.82	4	9	18	0
N#CC1=C(Nc2ccccc2)SC=C(c2ccc(Cl)c(Cl)c2)N=C1N1CCOCC1	0.85	7	6	-8	1.2	15	9	-19	5
